KCNK9 inh = blocks the human KCNK9 two-pore domain potassium channel; Q9NPC2; HEK293 KCNK9, FluxOR thallium flux fluorescence; hits give low values; B-score at 10 µM; hit rate 1.2% among 310,000;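 active = ratio B-score over 3 SD below the library mean, with starting fluorescence within 5 SD of its mean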;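 also: negative B-score means less thallium flux so channel inhibition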
Target sequence (Q9NPC2 whole entry, looked up, the tested form may be a part): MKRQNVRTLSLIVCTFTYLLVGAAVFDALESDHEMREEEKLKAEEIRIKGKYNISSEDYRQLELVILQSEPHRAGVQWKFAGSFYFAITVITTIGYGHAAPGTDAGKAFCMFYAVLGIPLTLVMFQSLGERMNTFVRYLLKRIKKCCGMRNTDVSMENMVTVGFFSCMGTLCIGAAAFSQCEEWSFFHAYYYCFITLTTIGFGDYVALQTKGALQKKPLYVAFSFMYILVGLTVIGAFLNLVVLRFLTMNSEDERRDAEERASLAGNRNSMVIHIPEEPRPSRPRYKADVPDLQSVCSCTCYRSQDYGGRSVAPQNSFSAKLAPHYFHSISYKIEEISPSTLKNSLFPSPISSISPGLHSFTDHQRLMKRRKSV
GSK3A inh = human GSK-3 alpha kinase inhibition; P49840; ADP-Glo luminescence, 60 min; inhibition, % at 10 µM; hit rate 0.1% among 320,000;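 in the data active = inhibition above about 50%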;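 also: GST-tagged GSK-3 alpha with peptide substrate and 25 µM ATP; 0% = DMSO neutral wells and 100% = GW8510 positive control wells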
Target sequence (P49840 whole entry, looked up): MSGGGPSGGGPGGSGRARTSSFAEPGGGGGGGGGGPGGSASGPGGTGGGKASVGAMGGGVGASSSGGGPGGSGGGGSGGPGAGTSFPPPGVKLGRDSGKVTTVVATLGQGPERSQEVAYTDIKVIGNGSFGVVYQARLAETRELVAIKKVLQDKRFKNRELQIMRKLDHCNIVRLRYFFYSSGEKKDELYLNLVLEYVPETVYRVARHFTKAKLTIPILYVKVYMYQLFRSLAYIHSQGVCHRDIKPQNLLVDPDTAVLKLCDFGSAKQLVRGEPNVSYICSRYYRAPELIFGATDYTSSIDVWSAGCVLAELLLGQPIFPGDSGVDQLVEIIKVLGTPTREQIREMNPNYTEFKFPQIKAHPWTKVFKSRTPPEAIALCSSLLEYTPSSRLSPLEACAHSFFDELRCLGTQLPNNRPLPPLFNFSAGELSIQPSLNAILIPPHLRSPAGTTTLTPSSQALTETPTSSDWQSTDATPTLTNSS
hERG rescue = hERG (human) protection from proarrhythmic block; Q12809; CHO-hERG, FluxOR thallium flux, dofetilide IC70 present; activation (rescue from dofetilide block), less the hit threshold, % at 10 µM; hit rate 0.51% among 310,000; AID 1511;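 active = activation above the mean of controls blocked by dofetilide plus 5 SD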;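 also: thallium influx through hERG after potassium depolarization seen as dye fluorescence rise; in these data hits start at about 4.7%; inactives centre near -7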
KCNQ1 pot = potentiates or activates the human KCNQ1 potassium channel; P51787; CHO-K1 KCNQ1, thallium flux FluxOR fluorescence; hits give high values; B-score at 10 µM; hit rate 0.35% among 310,000; AID 2648;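 active = fluorescence ratio B-score, a plate-corrected score, at least three library SD, with initial intensity B-score within 5 SD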
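Medium – assay buffer, equal DMSO in all wells · Material – CHO-K1 cell line with stable KCNQ1 potassium channel expression · Signal – kinetic FluxOR thallium fluorescence, 10-s 1-Hz baseline, 110-s post-stimulus read · Compound – single concentration per compound, DMSO matched to controls · Schedule – 37 °C overnight plating, 90-min dark dye load, 20-min compound pretreatment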
RGS4 pot = potentiators or activators of RGS4 | hit rate 0.92% among 310,000 | AID 463111 | B-score at 10 µM | HEK293 M3R/inducible RGS4, carbachol calcium flux Fluo4; hits give low values;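 active = B-score of the integrated calcium signal more than 4 SD below the library mean, with starting fluorescence not abnormally high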;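 also: negative B-score means reduced calcium response which marks RGS4 activation or potentiation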
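System: HEK293 FlpIn-TREx cells, stable M3R, doxycycline-inducible RGS4. Timing: overnight RGS4 induction, 30 min dye load 37 °C, 20 min compound RT. Also added: carbachol, ECmax concentration. Measured by: Fluo4 fluorescence kinetic imaging of calcium. Evaluation: integrated calcium ratio converted to B score.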
DYRK1A inh = blocks rat Dyrk1A kinase activity | Q63470 | ADP-Glo luminescence, NFATc1 peptide | inhibition, % at 12.5 µM | hit rate 0.43% among 310,000 | AID 504441; in the data active = inhibition above about 50%;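 also: plate controls were vehicle with enzyme for no effect and no enzyme for full effect; many of its hits are not listed in these tables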
KCNQ1 block = inhibitors of human KCNQ1 potassium channel. P51787. CHO-K1 KCNQ1, FluxOR thallium flux fluorescence; hits give high values. hit rate 1.3% among 310,000. AID 2642. B-score at 10 µM;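 active = compounds whose thallium flux B-score, printed positive for inhibition, exceeds three library SD while starting fluorescence stays within three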;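 also: channel opened by potassium depolarization with thallium stimulus after 20 min compound exposure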
GSK3B inh = inhibitors of human GSK3beta kinase; P49841; GST-GSK3beta kinase, ADP-Glo luminescence, 60 min; hits give low values; activity score (negative = inhibition), % at 10 µM; hit rate 0.038% among 300,000;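 active = more than half of replicate wells score below -50%, meaning over 50% inhibition versus plate controls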;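 also: 0% = median DMSO wells and -100% = median GW8510 positive control wells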
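Assay system: GST-fused GSK3beta enzyme, cell-free / Medium: Tris pH 7.5 buffer with MgCl2, DTT, BSA, heparin / Also added: peptide substrate plus 25 µM ATP (final) / Compound: 10 µM single point / Timing: kinase reaction with compound 60 min at room temperature / Detection: ADP-Glo luminescence / Benchmarks: DMSO neutral wells and GW8510 at 20 µM as positive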
KCNK3 block = human KCNK3 channel inhibition, primary screen. O14649. B-score at 10 µM. AID 602410. CHO-KCNK3 thallium flux, FluxOR fluorescence; hits give low values. hit rate 0.84% among 340,000;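 active = B-score under library mean minus 4 SD, starting fluorescence ratio at most library mean plus 5 SD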;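 also: more negative B-score means stronger inhibition of thallium flux through KCNK3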
RGS4 inh = human RGS4 inhibition | P49798 | HEK293 M3R/RGS4 inducible, Fluo-4 calcium flux; hits give high values; triggered by carbachol at its EC20 | B-score at 10 µM | hit rate 0.45% among 310,000;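 active = B-score, a plate-corrected calcium signal, over three deviations above library mean, with baseline fluorescence within five deviations of library mean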;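 also: RGS4 expression induced by doxycycline in cells with stable M3 receptor; B-score is computed from the integrated fluorescence ratio over baseline after carbachol; higher B-score means a larger calcium signal and so more RGS4 inhibition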
Target sequence (P49798 whole entry, looked up): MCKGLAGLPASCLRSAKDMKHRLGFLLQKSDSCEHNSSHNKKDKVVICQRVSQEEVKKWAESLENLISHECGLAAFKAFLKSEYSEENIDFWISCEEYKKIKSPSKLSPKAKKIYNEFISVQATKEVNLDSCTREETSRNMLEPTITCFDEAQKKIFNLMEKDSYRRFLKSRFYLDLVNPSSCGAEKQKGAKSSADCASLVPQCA
PolyA inhibitor = blocks polyadenylation in yeast reporter cells; hit rate 0.02% among 300,000; S. cerevisiae SKY197-pL101 polyadenylation reporter, beta-gal luminescence; efflux-impaired pdr1/pdr3 knockout yeast; score 100 = 6 SD above DMSO; AID 1875; calls only at 12 µM;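 active = lowest replicate activity score at least 50, where 100 means six control SD above control mean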;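 also: yeast exposed to compound for 9 h at 30 °C; higher score means more reporter readthrough which indicates perturbed polyadenylation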
* marks the source's active call; other numbers are inactive results; i = inactive; . = not tested or not shown.

Structure | DYRK1A inh | GSK3A inh | KCNK3 block | KCNQ1 block | KCNK9 inh | GSK3B inh | PolyA inhibitor | KCNQ1 pot | RGS4 pot | RGS4 inh | hERG rescue
Cc1cccn2c(=O)c3cc(C#N)c(=N)n(Cc4ccncc4)c3nc12 | . | 0 | . | i | i | -6 | i | i | i | i | -10
COc1ccccc1CCNC(=O)Cn1ccc2cc(S(=O)(=O)N3CCCC3)ccc21 | -2 | . | i | i | i | 3 | i | i | i | i | -11
Clc1ccc(C2Nc3cccc4cccc(c34)N2)cc1 | 9 | -1 | i | i | i | 1 | i | i | i | i | -5
CCN(CC(=O)Nc1ccc2c(c1)OCCO2)C(=O)c1ccc(Cl)cc1Cl | . | -2 | i | i | i | 0 | i | i | i | i | -21
CCCN(CCC)S(=O)(=O)c1ccc(C(=O)N2CCOCC2)cc1 | -6 | -2 | i | i | i | -6 | i | i | i | i | 1
COc1ccc(CN2CCC(C(=O)N3CCCC(C)C3)CC2)cc1OC (stereo not drawn) | 3 | -2 | i | i | i | 2 | i | i | i | i | -9
Cc1nn(CC(=O)O)c(=O)c2ccccc12 | -1 | -3 | i | i | i | -3 | i | i | i | i | -11
CCc1ccc(/C(C)=N\Nc2ccc([N+](=O)[O-])cc2)cc1 | 2 | -1 | i | i | i | 2 | i | i | i | i | -8
O=C(NCCc1c[nH]c2ccccc12)c1cc([N+](=O)[O-])cc([N+](=O)[O-])c1 | 6 | -3 | i | i | i | 0 | i | i | i | i | -7
CC(=O)N1CCc2cc(C(=O)CN3CCCN(Cc4ccc(F)cc4)C3)ccc21 | . | -2 | . | i | i | 2 | i | i | i | i | -6
CC(C)c1ccc(C(CC(=O)c2ccc(Cl)cc2)C(=O)O)cc1 (stereo not drawn) | -1 | -10 | i | i | i | 3 | i | i | i | i | -9
Nc1nc(C2CCCN2S(=O)(=O)c2ccc(Cl)cc2)cs1 (stereo not drawn) | -8 | -1 | i | i | i | 1 | i | i | i | i | -4
Cc1cc(C(F)(F)F)nc(-n2cc(-c3cccc(N)c3)nn2)n1 | 2 | 0 | i | i | i | -3 | i | i | i | i | -14
Cc1cc(NC(=O)c2cc(-c3ccc4c(c3)OCO4)on2)n(-c2ccccc2)n1 | 4 | -1 | i | i | i | 0 | i | i | i | i | -12
Cc1sc2nc(-c3ccccn3)[nH]c(=O)c2c1-c1ccccc1 | 3 | -1 | i | i | i | 2 | i | i | i | i | -25
COc1ccc(CNC(=O)c2cc(-c3ccncc3)nc3c(C)cc(C)cc23)cc1OC | . | 0 | i | i | i | 1 | i | i | i | i | -17
CS(=O)(=O)N(CC(=O)N1CCCCCC1)c1cccc(Cl)c1Cl | -1 | 4 | i | i | i | 1 | i | i | i | i | 4
COc1ccc(CCNC(=O)CCS(=O)(=O)c2ccc3nc(C)sc3c2)cc1OC | -5 | -2 | i | i | i | -2 | i | i | i | i | -14
Clc1cccc(Cl)c1CSc1nnc(-c2ccncc2)s1 | -8 | 1 | i | i | i | 1 | i | i | i | i | -2
Cn1cccc1C(=O)NCc1ccc(S(N)(=O)=O)cc1 | -4 | -1 | i | i | i | -1 | i | i | i | i | -4
O=C(COC(=O)COc1cccc(C(F)(F)F)c1)NC(=O)NC1CCCCC1 | 2 | -3 | i | i | i | 1 | i | i | i | i | -8
COc1ccc(COC(=O)CN2C(=O)NC3(CCCC3)C2=O)cc1F | -3 | -1 | i | i | i | 3 | i | i | i | i | -14
CCn1cc(/C=C(\NC(=O)c2ccc(C)cc2)C(=O)NCCCN2CCOCC2)c2ccccc21 | . | . | i | i | i | -4 | i | i | i | i | -7
O=C(O)c1cc(Cl)c(Cl)cc1C(=O)Nc1cccc2ncccc12 | 32 | -4 | i | i | i | 2 | i | i | i | i | -2
CC1(C)OC(=O)N(NCc2ccccc2)C1(C)O (stereo not drawn) | 4 | 0 | i | i | i | 0 | i | i | i | i | -6
COCCNC(=O)C(c1ccc(C)cc1)N(Cc1ccccc1)C(=O)CCC(=O)Nc1ccccn1 (stereo not drawn) | -2 | -1 | i | i | i | 0 | i | i | i | i | -9
C/C(=N\NC(=O)c1ccc(Cl)c(Cl)c1)c1cccc(NC(=O)C(C)C)c1 | -6 | -2 | i | i | i | 2 | i | i | i | i | -5
Cc1cc(C(=O)OCn2nnc3ccccc3c2=O)c(C)n1-c1ccccc1 | -5 | 0 | i | i | i | 0 | i | i | i | i | -12
Cc1ccccc1NC(=O)COc1coc(CN2CCN(c3ccccc3)CC2)cc1=O | 11 | -2 | i | i | i | 2 | i | i | i | i | -13
Cc1ccc(-c2ccc(/C=N\NC(=O)C3C(=O)NCC3c3ccccc3)o2)cc1Cl (stereo not drawn) | -1 | 2 | i | i | i | 2 | i | i | i | i | -5
Cc1ccc(O)c(-c2cc(-c3cccc(Br)c3)n[nH]2)c1 | 0 | 1 | i | i | i | 3 | i | i | i | i | -7
Cc1ccc(-c2nnn(CC(=O)N(c3ccccc3F)C(C(=O)NCC3CCCO3)c3c[nH]c4ccccc34)n2)cc1 (stereo not drawn) | . | 0 | i | i | i | 0 | i | i | i | i | -11
O=C(CCNC(=O)c1ccc([N+](=O)[O-])cc1)Nc1nccs1 | 3 | -3 | i | i | i | 0 | i | i | i | i | -5
O=C(Nc1ccc(Br)cc1Cl)Nn1cnnc1 | 0 | -3 | i | i | i | -5 | i | i | i | i | 6.2*
CC(=O)NC(=S)Nc1ccccc1N1CCCCC1 | 0 | 3 | i | i | i | -31 | i | i | i | i | -4
CCCOc1ccc(NC(=O)C(=O)NCCCn2ccnc2)cc1 | -3 | -2 | i | i | i | 2 | i | i | i | i | -17
O=C(CSc1nnc(CNC(=O)c2ccc(F)cc2)o1)Nc1ccc2c(c1)OCCO2 | -4 | 0 | i | i | i | -2 | i | i | i | i | -6
CC(=O)Nc1ccc(-c2csc(NC=C3C(=O)OC(C)(C)OC3=O)n2)cc1 | 1 | 0 | i | i | i | 0 | i | i | i | i | -1
O=C(CNC(=O)c1ccc(-c2ccccc2)cc1)OCc1c(F)cccc1Cl | 0 | -5 | i | i | i | 9 | i | i | i | i | -6
N#C/C(=N\Nc1ccc(Cl)c(Cl)c1)C(=O)C1CC1 | -1 | -3 | i | i | i | 5 | i | i | i | i | -9
Cc1noc(NS(=O)(=O)c2ccc(NC(=O)C(C)(C)C)cc2)c1C | -4 | -3 | i | i | i | 1 | i | i | i | i | -2
Cc1cccc(NS(=O)(=O)c2cccc(C(=O)N3CCN(c4ccccn4)CC3)c2)c1 | 2 | 1 | i | i | i | -1 | i | i | i | i | -26
Cc1ccc(-c2n[nH]c(=S)n2C)cc1 | -4 | . | i | i | i | 0 | i | i | i | i | -2
COc1cc2nc(CN3CCN(C(c4ccccc4)c4ccccc4)CC3)[nH]c(=O)c2cc1OC | . | -3 | . | i | i | 1 | i | i | i | i | -16
O=C(CC(NC(=O)c1ccccc1Cl)c1ccccc1)Nc1ccc2c(c1)OCO2 (stereo not drawn) | . | -2 | i | i | i | -1 | . | i | i | i | -12

A stretch from further up:
Structure | DYRK1A inh | GSK3A inh | KCNK3 block | KCNQ1 block | KCNK9 inh | GSK3B inh | PolyA inhibitor | KCNQ1 pot | RGS4 pot | RGS4 inh | hERG rescue
Cc1ccc(-c2nnn(CC(=O)N(c3ccccc3F)C(C(=O)NCC3CCCO3)c3c[nH]c4ccccc34)n2)cc1 (stereo not drawn) | . | 0 | i | i | i | 0 | i | i | i | i | -11
O=C(CCNC(=O)c1ccc([N+](=O)[O-])cc1)Nc1nccs1 | 3 | -3 | i | i | i | 0 | i | i | i | i | -5

More results
Structure | DYRK1A inh | GSK3A inh | KCNK3 block | KCNQ1 block | KCNK9 inh | GSK3B inh | PolyA inhibitor | KCNQ1 pot | RGS4 pot | RGS4 inh | hERG rescue
COc1ccc(C)cc1NC(=O)CN(C)S(=O)(=O)c1ccc2c(c1)CCCN2C(C)=O | 6 | 0 | i | i | i | 0 | i | i | i | i | -10
O=C(CSc1ccc(Br)cc1)NC1CCS(=O)(=O)C1 (stereo not drawn) | 18 | 4 | i | i | i | -1 | i | i | i | i | -8
COc1ccc(C(=O)CSc2nnc(C3CC3)n2N)cc1 | 9 | -1 | i | i | i | -5 | i | i | i | i | -8
Cc1ccc(C2C(=O)N(C3CCC(C)CC3)CC(=O)N2C2CCCC2)cc1 (stereo not drawn) | -6 | -3 | i | i | i | 3 | i | i | i | i | -12
CCOc1ccc(CNC(=O)c2ccco2)cc1 | -3 | -1 | i | i | i | -3 | i | i | i | i | -4
CCOC(=O)C1CCCN(CC(=O)Nc2c(C(=O)OC)[nH]c3ccc(Cl)cc23)C1 (stereo not drawn) | 0 | 0 | i | i | i | 0 | i | i | i | i | -13
O=C(NCc1ccco1)c1cc(-c2ccccc2)on1 | 1 | -7 | i | i | i | 1 | i | i | i | i | 0
CC(=O)N1[C@H](Cc2ccccc2)C=C[C@]1(C)C(=O)NCCc1c[nH]c2ccccc12 | 9 | -4 | i | i | i | -22 | i | i | i | i | -11
CC(C(=O)O)n1cc(Cl)cn1 (stereo not drawn) | 1 | 1 | i | i | i | -6 | i | i | i | i | -6
CCNC(=O)NC(=O)C(C)OC(=O)c1oc2ccc(OC)cc2c1C (stereo not drawn) | -12 | -2 | i | i | i | 3 | . | i | i | i | -10
O=C(OCC(=O)N1N=C(c2ccc(Cl)cc2)CC1c1ccco1)c1ccccc1O (stereo not drawn) | 3 | -2 | i | i | i | 4 | i | i | i | i | -8
O=S(=O)(c1ccc(N2CCCC2)nc1)N1CCCC1 | . | -2 | i | i | i | 1 | i | i | i | i | -1
C[C@H](NC(=O)N1CCn2c1nc1ccccc12)C(=O)NCc1ccco1 | -6 | -2 | i | i | i | 2 | i | i | i | i | -3

From PubChem BioAssay

These rows are one share of the data; the hit share may differ from the screen's.
